Hsp90 Hop PPI: changes Hsp90-Hop TPR2A binding signal, up or down; AID 595; AlphaScreen TPR2A-His6 binding biotin-Hsp90 C-terminal peptide; 0.44% of 71,000 active; Potency, µM (series often up to 57 µM), for the others: at the top dose activity change, negative = inhibition; active = well fitted curve in either direction with a large enough effect; inconclusive = small, poorly fitted or top-dose-only effect, or another doubt; note: potency is the fitted concentration of half-maximal effect; % is set by controls: 0 for no effect and ±100 for the full control effect; many of its hits are not listed in these tables
Ub-GFP proteasome: inhibits proteasome, raising ubiquitin-GFP reporter fluorescence. Ubiquitin-GFP reporter cells, proteasome inhibition, GFP fluorescence; response scale: untreated = 0%, 10 µM MG-132 = 100%. Potency, µM (highest dose often 45.9 µM), inactives show top-dose activation (GFP accumulation), actives largely listed as activators. 67,000 tested, under 10 active; active = well fitted activation curve with a large enough effect, not every such curve was filed as active; inconclusive = small, poorly fitted or top-dose-only effect, or another doubt; inactive = no such curve, though single readings can be large or run the other way; note: potency is the fitted concentration of half-maximal effect
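U2OS cells expressing ubiquitin(G76V)-GFP, seeded overnight in 0.5% FBS medium, then treated 4 hr at 37 C across 46 uM to 2.9 nM. GFP-positive cells counted by laser cytometry (488 ex/515 em); %activity scaled between basal and 10 uM MG-132.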
Pol III holo inh: DNA polymerase III holoenzyme inhibition; 0.25% of 71,000 active; reconstituted DNA polymerase III holoenzyme replication, biochemical; Potency, µM (series often up to 57.1 µM), for inactives: top-dose activity change, negative = inhibition; note: potency is the fitted concentration of half-maximal effect; % is set by controls: 0 for no effect and ±100 for the full control effect
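Reconstituted *E. coli* holoenzyme (0.35 nM Pol III, 1 nM beta, 154 nM SSB, 2 nM primase) was preincubated with compound for 15 min at RT. Synthesis on 1.4 nM ssM13Gori ran 35 min, then was stopped with PicoGreen/EDTA and read as dsDNA fluorescence.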
HADH2 inh: inhibitors of human HADH2 dehydrogenase. Q99714. recombinant HADH2, NADH fluorescence, beta-hydroxybutyryl-CoA. Potency, µM (doses to about 57.1 µM), inactives show at the top dose activity change, negative = inhibition, hits mostly inhibitors. 3.4% of 73,000 active; note: potency is the fitted concentration of half-maximal effect; % is set by controls: 0 for no effect and ±100 for the full control effect; nearly all actives have a fitted effect of over 60% in size; many of its hits are not listed in these tables
Target sequence (Q99714 whole entry, looked up, one chain of several): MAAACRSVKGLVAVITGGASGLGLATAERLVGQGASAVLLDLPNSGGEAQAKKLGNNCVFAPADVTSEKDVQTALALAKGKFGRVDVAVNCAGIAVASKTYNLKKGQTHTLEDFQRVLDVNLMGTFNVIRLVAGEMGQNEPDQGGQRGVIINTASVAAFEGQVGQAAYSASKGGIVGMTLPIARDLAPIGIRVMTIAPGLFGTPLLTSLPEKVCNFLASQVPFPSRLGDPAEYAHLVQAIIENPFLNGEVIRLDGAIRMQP
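NADH fluorescence (ex 360/em 450 nm) read every 30 s for 4 min; activity taken as last-minus-first time point difference. Enzyme 20 nM, NAD+ 1 mM, beta-hydroxybutyryl-CoA 90 uM, pH 9.0 Tris buffer.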
HBB splice mod: alters splicing of the hemoglobin beta chain; HBB splicing reporter cell assay, activation; EGFP reporter with mutant IVS2-654 intron; response scale: normalised to 500 nM splice-correcting PNA; AID 925; 0.06% of 65,000 active; Potency, µM (series often up to 46.1 µM), without a hit: at the highest dose activation, actives largely listed as activators; note: potency is the fitted concentration of half-maximal effect; 0% is about no effect
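Compounds were applied for 2 days to HeLa EGFP-654 cells, 500/well in Optimem with 2% FCS. The reporter's EGFP is disrupted by mis-splicing of beta-globin intron IVS2-654. Readout: summed well GFP fluorescence from 488 nm laser scanning; reference was 500 nM antisense […] 654 PNA.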
CRE Fsk mod: alters forskolin-stimulated CRE reporter signaling in CHO cells; CHO CRE-bla reporter (cAMP response element driving beta-lactamase), forskolin EC10, beta-lactamase ratio; Potency, µM (doses to about 38.2 µM), inactives show at the top dose activity change, negative = inhibition, usual class: activators; 2.5% of 71,000 active; AID 662; active = well fitted activation curve with a large enough effect in the signal ratio, with a control signal flat, not every such curve was filed as active; inconclusive = small, poorly fitted or top-dose-only effect, or effect the other way, or a change in a side signal; the % refers to the signal ratio; note: potency is the fitted concentration of half-maximal effect; % of control where 0% means no effect
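Forskolin analogue NKH 477 at EC10 stimulated CRE-driven beta-lactamase in CHO cells alongside compound dilution series. Beta-lactamase was measured with CCF4, excitation 405 nm, emission ratio 460/530 nm.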
Luciferase inh: blocks Photinus pyralis firefly luciferase activity; Potency, µM (titrated, usually from 57.1 µM), inactives show at the top dose activity change, negative = inhibition, actives largely listed as inhibitors; purified firefly luciferase, luminescence, 8 min; 2.2% of 72,000 active; note: potency is the fitted concentration of half-maximal effect; % is set by controls: 0 for no effect and ±100 for the full control effect; nearly all actives have a fitted effect of over 40% in size
Target sequence (P08659 whole entry, looked up): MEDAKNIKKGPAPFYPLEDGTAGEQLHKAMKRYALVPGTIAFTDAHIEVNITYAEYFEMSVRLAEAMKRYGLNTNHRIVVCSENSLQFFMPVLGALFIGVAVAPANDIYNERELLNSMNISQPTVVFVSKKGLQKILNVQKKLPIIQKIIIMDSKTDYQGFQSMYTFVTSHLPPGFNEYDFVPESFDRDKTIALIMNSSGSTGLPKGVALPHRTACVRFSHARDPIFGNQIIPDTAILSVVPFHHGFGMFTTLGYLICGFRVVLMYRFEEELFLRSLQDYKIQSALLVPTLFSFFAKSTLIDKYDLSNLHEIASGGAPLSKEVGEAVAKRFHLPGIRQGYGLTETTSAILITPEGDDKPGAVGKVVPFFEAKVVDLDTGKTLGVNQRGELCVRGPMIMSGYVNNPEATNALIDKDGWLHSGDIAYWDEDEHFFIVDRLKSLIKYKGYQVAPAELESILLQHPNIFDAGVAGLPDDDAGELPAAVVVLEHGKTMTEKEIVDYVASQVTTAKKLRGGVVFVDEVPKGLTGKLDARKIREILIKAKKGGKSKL
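Inhibition of light generation by firefly luciferase from ATP and luciferin was profiled with concentration-response curves per sample, ATP held at 10 uM within the enzyme's linear range. Plates were read by luminescence after an 8-minute ambient incubation.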
ERK AVP block: blocks ERK signaling stimulated by vasopressin. HEK293-V1b, vasopressin-stimulated pERK AlphaScreen. Potency, µM (titrated, usually from 57.5 µM), without a hit: at the highest dose activity, negative = inhibition, most hits filed as inhibitors. 0.99% of 72,000 active. AID 995; note: potency is the fitted concentration of half-maximal effect; % is set by controls: 0 for no effect and ±100 for the full control effect; nearly all actives have a fitted effect of over 55% in size
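qHTS, compounds titrated on V1b-expressing HEK293 cells. Preincubation 30 min at 37C, vasopressin 25 nM for 5 min, lysis 10 min, bead incubation 5 hr at room temperature.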
Tau filament bind: tau filament binding. P10636. recombinant tau filaments, thioflavin S fluorescence, 15 h; filaments grown with octadecylsulfate alongside compound. Potency, µM (doses to about 57.1 µM), without a hit: top-dose activity change, negative = inhibition. 2% of 71,000 active. AID 596;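 note: potency is the fitted concentration of half-maximal effect; % is set by controls: 0 for no effect and ±100 for the full control effect; actives lower thioflavin S fluorescence by blocking filaments or displacing dye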
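Tau 2 uM in ThS buffer dispensed; compound added; 60 uM ODS added (finals 1 uM tau, 30 uM ODS); 15 h 37 C; fluor ex450/em510.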
GFP derepression: epigenetic GFP locus derepression in mouse cells. mouse C127i GFP locus derepression, cytometry, 30 h. Potency, µM (top dose mostly 46.1 µM), inactives show top-dose GFP derepression (activation). 0.09% of 68,000 active. AID 597; note: % of control where 0% means no effect
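Murine C127i mammary cells carrying a silenced, stably integrated CMV-driven GFP reporter were treated with compound for 30 hours at 37 C. After PBS washes, GFP-positive cells were counted by laser-scanning microplate cytometry.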
15-hLO inh: 15-hLO (ALOX15) enzyme inhibition; purified 15hLO-1, xylenol orange hydroperoxide absorbance; Potency, µM (series often up to 57.1 µM), inactives show top-dose activity change, negative = inhibition, actives largely listed as inhibitors; 1.4% of 74,000 active; AID 887; note: potency is the fitted concentration of half-maximal effect; % is set by controls: 0 for no effect and ±100 for the full control effect; nearly all actives have a fitted effect of over 55% in size
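Purified human 15hLO-1 (40 nM) in 25 mM Hepes pH 7.5, 0.01% Triton X-100, preincubated 15 min RT with compound, then 50 uM arachidonic acid for 6 min. Hydroperoxide read by ferrous/xylenol orange, 30 min; 573/405 nm absorbance ratio gave progress.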
* marks the source's active call; other numbers are inactive results; ? = inconclusive; . = not tested or not shown; [ ] = dose if it differs, or a comment. Unless noted, calls come from the whole dose curve; as a rule, active = well fitted curve in the direction sought with a large enough effect; inconclusive = small, poorly fitted or top-dose-only effect, or another doubt; inactive = no such curve, though single readings can be large; an effect the other way counts as inactive or inconclusive. These rows are one share of the data; count on the stated rates, not on these rows.

| item | mol | Hsp90 Hop PPI | Ub-GFP proteasome | Pol III holo inh | HADH2 inh | HBB splice mod | CRE Fsk mod | Luciferase inh | ERK AVP block | Tau filament bind | GFP derepression | 15-hLO inh |
| --- | --- | --- | --- | --- | --- | --- | --- | --- | --- | --- | --- | --- |
| 1 | Cc1ccc2oc(C(=O)NCc3ccc4c(c3)OCO4)c(C)c2c1 | 1% | -6% | 3% | ? | 0.8% | ? | 3% | -4% | 16% | 5% | -14% |
| 2 | CCOc1ccc(C(C)C)cc1S(=O)(=O)Nc1ccc(Cl)cn1 | -3% | 4% | -7% | 4% | -0.6% | 1% | 1% | -9% | 1% | -3% | -11% |
| 3 | CCOC(=O)CNC(=O)CSc1nnc(-c2ccco2)n1N | -5% | -5% | 3% | 5% | -1.5% | 0% | 1% | 7% | 2% | 5% | -1% |
| 4 | CCOC(=O)c1ccc(S(=O)(=O)N2CCN(CCC#N)CC2)cc1 | -5% | 6% | -4% | 6% | -0.3% | -3% | 2% | 7% | -2% | 7% | 6% |
| 5 | COC(=O)c1ccc(NC(=O)CSc2nnc(CNc3ccc(F)cc3)n2C)cc1 | ? | 2% | -4% | 7% | 0.1%[57.5 µM] | ? | -7% | -28% | 0% | -1% | -5% |
| 6 | O=C(CSc1nnc(-c2ccco2)n1Cc1ccccc1)c1ccccc1 | -3% | 1% | 2% | -9% | -1.7% | 6% | -16% | 19% | 8% | 1% | -18% |
| 7 | CS(=O)(=O)N1CCCC(C(=O)NCc2ccc(F)cc2Cl)C1 (centres undefined) | -6% | -3% | -3% | 3% | -0.1% | 10µM* | -1% | -28% | 0% | 3% | -4% |
| 8 | CCOC(=O)c1c(C)[nH]c(C(=O)OCC(=O)N2c3ccccc3CC2C)c1C (centres undefined) | -2% | -3% | 6% | 4% | -0.4%[57.5 µM] | ? | 0% | 5% | 80% | -3% | 5% |
| 9 | CCCCOc1ccc(/C=c2\sc3ncnn3c2=O)cc1 | -3% | -5% | -1% | -1% | 7.4%[1.84 µM] | 20% | 0% | -6% | 8% | -2% | 6% |
| 10 | COc1cc(Cl)c(S(=O)(=O)NCCCN2CCOCC2)cc1Cl | 0% | 1% | -2% | -11% | . | -1% | -2% | -12% | 12% | 4% | 0% |
| 11 | Cc1cc2n(n1)C(c1ccsc1)Nc1ccccc1-2 (centres undefined) | 21% | 2% | -2% | ? | -0.1% | ? | -10% | 0% | 11% | 1% | -29% |
| 12 | c1cncc(CNc2ncn[nH]2)c1 | 4%[11 µM] | -3%[9.17 µM] | -10%[11.4 µM] | 3%[11.4 µM] | 2.9%[9.22 µM] | 3%[7.6 µM] | 0%[11.4 µM] | -10%[11.5 µM] | -24%[11.4 µM] | 0%[9.22 µM] | -7%[11.4 µM] |
| 13 | Cc1nnc(NCCN2CCOCC2)[nH]c1=O | ? | 0% | -7% | 6% | -0.4% | -3% | 5% | 62%[activator] | -8% | 21% | -2% |
| 14 | Cc1nc2ccccc2c(=O)n1NC(=O)COc1ccccc1 | -4% | -7% | -2% | 0% | 0.5%[9.22 µM] | -5% | 1% | 16% | -16% | 0% | 1% |
| 15 | CCOC(=O)C1CCCN(C(=O)Cc2c(C(=O)O)[nH]c3ccccc23)C1 (centres undefined) | -4% | -2% | -4% | 2% | -0.3% | -17% | 0% | 3% | 3% | -1% | 1% |
| 16 | CC(=O)Nc1ccc(NC(=O)c2oc3cc(C)c(C)cc3c2C)cc1 | -19% | 6% | -1% | 9% | 0.3% | -1% | -7% | . | 145% | . | -14% |
| 17 | CCN(CC)C(=O)CSc1nc2ncccc2[nH]1 | -4% | -7% | -7% | -6% | 3.6% | 0% | 3% | 6% | 13% | -3% | 10% |
| 18 | Cc1c(NC(=O)c2cnn3cccnc23)c(=O)n(-c2ccccc2)n1C | -1% | 0% | 0% | 2% | 4.0% | -4% | 2% | -4% | -8% | 0% | 7% |
| 19 | CCn1c2ccccc2c2cc(NC(=O)c3ccco3)ccc21 | -5% | -3% | -5% | -23% | -0.6% | 25% | -2% | -21% | 72% | 0% | -5% |
| 20 | O=c1c(-c2ccc(F)c(F)c2)nc2cncnc2n1Cc1ccccc1 | -18% | 3% | -6% | 5% | 0.6% | ? | 0%[11.4 µM] | -23% | 13µM* | 2%[9.22 µM] | -3% |
| 21 | O=C(CN1CCCC1=O)NC1(C(F)(F)F)NC(=O)N(Cc2ccccc2)C1=O (centres undefined) | 0% | -8% | 3% | 6% | -0.7% | -8% | 2% | -19% | -9% | 0% | 0% |
| 22 | Cc1ccc(-n2nnnc2SCC(=O)N2CCc3ccccc3C2)c(C)c1 | 10% | 13% | -1% | -3% | 0.0% | -17% | 3% | 2% | 11% | -1% | -12% |
| 23 | Nc1nc(SCC(=O)C23CC4CC(CC(C4)C2)C3)n[nH]1 | -1% | 0% | -6% | -4% | -4.5% | 13% | -1% | -1% | 8% | 0% | -2% |
| 24 | C=CCn1c(=O)c2ccccc2n2c(SCc3nc(N)nc(Nc4ccccc4C)n3)nnc12 | -5% | -11% | -4% | 29% | -1.9% | 7.9µM* | 3% | -9% | -5% | 1% | -2% |

Additional compounds
Results follow in this order: Hsp90 Hop PPI, Ub-GFP proteasome, Pol III holo inh, HADH2 inh, HBB splice mod, CRE Fsk mod, Luciferase inh, ERK AVP block, Tau filament bind, GFP derepression, 15-hLO inh
[25] CNC(=O)CN(C1CCCCC1)S(=O)(=O)c1ccc(OC)c(Cl)c1
  -3%, 7%, -3%, 4%, 1.0%, -5%, -1%, -16%, -10%, -2%, 0%
[26] c1ccc2c(c1)Cc1cc(CN3CCOCC3)ccc1-2
  -2%, -3%, -4%, -6%, -0.3%, 10%, 13µM*, ?, 2%, -5%, -3%
[27] O=C(Cn1cnc2ccccc21)Nc1cc(C(F)(F)F)ccc1N1CCOCC1
  1%, 4%, ?, 20%, -0.2%[57.5 µM], -5%, 4%, -9%, 7%, 4%, 2%
[28] CC(=O)C(C(C)=O)C(NC(=O)c1cccnc1)(C(F)(F)F)C(F)(F)F
  -4%, 8%, -3%, 7%, 0.0%, -6%, 1%, -1%, 10%, 2%, 10%
[29] O=C(Cc1ccccc1)Nc1ccc(NC(=O)C2CC2)nc1
  0%, 4%, -2%, 3%, ., 5%, 4%, 0%, -3%, 1%, 5%
[30] Cc1nn(C)c(C)c1S(=O)(=O)N(CC(=O)NCCN1CCOCC1)c1ccc(C(C)C)cc1
  -1%, 0%, -2%, 9%, 0.2%, -3%, 2%, -8%, -4%, 0%, 8%
[31] O=C(CCCCn1c(=O)c2ccccc2n(CC(=O)Nc2ccc(F)cc2)c1=O)NCc1ccco1
  -2%, 7%, -6%, 1%, -0.9%, -10%, 2%, -17%, 4%, 2%, -7%
[32] O=C(Nc1ccc2c(c1)OCO2)C1Cc2ccccc2CN1S(=O)(=O)c1cccs1 (centres undefined)
  -7%, 3%, -8%, 9%, -0.2%[57.5 µM], ?, -4%, -47%, 25µM*, -1%, ?
[33] CCCCNc1c(C(=O)OCC)c(=O)[nH]c2ccccc12
  0%, 1%, -5%, 0%, -0.4%[57.5 µM], 3%, -1%, -4%, -3%, -2%, 10%
[34] CCOc1cc2[nH]c(=O)n(CC3CCC(C(=O)NC(C)CC)CC3)c(=O)c2cc1OCC (centres undefined)
  2%, -7%, -3%, 21%, -1.1%, ?, 2%, -1%, 437%, 0%, 0%
[35] COc1cccc(C(=O)CSc2nnc(-c3ccco3)n2CC2CCCO2)c1 (centres undefined)
  -3%, 0%, -8%, -3%, -0.1%[57.5 µM], 2%, 1%, -8%, -1%, 2%, 1%

Pulled one by one from above, 2 records:
Results follow in this order: Hsp90 Hop PPI, Ub-GFP proteasome, Pol III holo inh, HADH2 inh, HBB splice mod, CRE Fsk mod, Luciferase inh, ERK AVP block, Tau filament bind, GFP derepression, 15-hLO inh
[33] CCCCNc1c(C(=O)OCC)c(=O)[nH]c2ccccc12
  0%, 1%, -5%, 0%, -0.4%[57.5 µM], 3%, -1%, -4%, -3%, -2%, 10%
[26] c1ccc2c(c1)Cc1cc(CN3CCOCC3)ccc1-2
  -2%, -3%, -4%, -6%, -0.3%, 10%, 13µM*, ?, 2%, -5%, -3%
